# CYP2C19 activ – cytochrome P450 2C19 (human) activation. P33261. AID 1025. 96,000 tested, under 10 active. activation factor at 5 µM. recombinant CYP2C19, luciferin-H EGE luminescence; stronger effect = higher value; 0 = fully inhibited enzyme, 1 = untreated enzyme;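 active means activation factor of at least 2 at 5 µM in the primary screen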;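 further: 0 = wells with 2.5 mM tranylcypromine and 1 = vehicle-only wells; values of inactives mirror those of a sister screen read the other way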
# CYP2C19 inh – blocks human cytochrome P450 2C19; P33261; CYP2C19 Supersomes, luciferin-H EGE luminescence, 30 min; inhibition, % at 5 µM; actives 21% (n = 96,000);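 active means CYP2C19 inhibition above a set limit at 5 µM in the primary screen, cut at about 50% in these data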;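 further: plate controls were negative control wells for no effect and 2.5 mM tranylcypromine positive control for full effect; values of inactives mirror those of a sister screen read the other way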
# * marks the source's active call; other numbers are inactive results. The list is partial; count on the stated rates, not on these rows.
SMILES,CYP2C19 activ,CYP2C19 inh
COc1ccc(Sc2ccc(NC(=O)c3ccccc3Cl)cc2C#N)cc1,0.8,15.8
Cc1cc(C(C)(C)C)c(O)c(C)c1CC1=NCCN1,1.1,-13.1
